Gli-Sufu block: blocks Gli-Sufu signaling in a luciferase reporter; Sufu-KO-LIGHT fibroblasts, Gli luciferase reporter luminescence; inhibition, % at 5 µM; 340,000 tested, 0.74% active; AID 588413;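 active = inhibition above about 55%, limit read from the data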;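 also: 0% = DMSO-treated cells and 100% = wells with medium but no cells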
CCR6 antag: CCR6 (human) receptor antagonism; CHO-K1 CCR6 PathHunter beta-arrestin, luminescence, CCL20-stimulated; inhibition, % at 20 µM; 340,000 tested, 0.49% active; AID 493098;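 active = compounds whose inhibition of the agonist-driven luminescence signal at 20 µM reaches about 50%, limit read from the data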;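 also: cells stimulated with CCL20 at 14 nM final; plate controls were DMSO with CCL20 for no effect and DMSO without agonist for full effect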
Target sequence (P51684 whole entry, looked up): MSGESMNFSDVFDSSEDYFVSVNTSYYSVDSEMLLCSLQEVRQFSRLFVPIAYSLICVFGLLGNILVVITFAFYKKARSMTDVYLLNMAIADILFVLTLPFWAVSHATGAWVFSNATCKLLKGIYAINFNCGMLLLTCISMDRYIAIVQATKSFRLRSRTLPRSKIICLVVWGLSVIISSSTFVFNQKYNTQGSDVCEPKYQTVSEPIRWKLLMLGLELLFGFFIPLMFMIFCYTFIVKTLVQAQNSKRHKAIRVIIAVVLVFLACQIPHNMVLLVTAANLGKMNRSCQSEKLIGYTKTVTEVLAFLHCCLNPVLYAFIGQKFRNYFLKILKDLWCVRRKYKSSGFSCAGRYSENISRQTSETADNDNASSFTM
EBI2 block: antagonists of human EBI2 receptor. inhibition, % at 5 µM. 360,000 tested, 0.81% active. EBI2 beta-arrestin recruitment, luminescence, 7a,25-OHC stimulated. P32249; in the data active = inhibition above about 38%;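 also: enzyme fragment complementation signal reports receptor beta-arrestin coupling in cells; 0% = agonist plus DMSO wells and 100% = wells without agonist; some results beyond the cut were filed as inactive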
Target sequence (P32249 whole entry, looked up, the tested form may be a part): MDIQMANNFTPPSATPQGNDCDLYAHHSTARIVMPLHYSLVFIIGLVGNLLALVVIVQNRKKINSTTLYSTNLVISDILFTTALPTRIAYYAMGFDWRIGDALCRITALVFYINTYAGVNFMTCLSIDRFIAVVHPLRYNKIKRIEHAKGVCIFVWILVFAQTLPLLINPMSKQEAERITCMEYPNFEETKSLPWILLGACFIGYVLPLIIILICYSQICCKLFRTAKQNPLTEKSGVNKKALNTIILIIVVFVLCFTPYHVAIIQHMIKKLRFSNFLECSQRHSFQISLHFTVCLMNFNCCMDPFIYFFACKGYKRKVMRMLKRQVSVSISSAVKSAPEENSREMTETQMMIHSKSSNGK
Jurkat NFkB inh: lowers PMA/ionomycin-induced NF-kB signal in Jurkat cells | PMA/ionomycin-induced NF-kB luciferase reporter, luminescence | inhibition, % at 4 µM | 330,000 tested, 0.53% active; in the data active = inhibition above about 50%
APJ antag: APJ receptor antagonism; 330,000 tested, 0.32% active; inhibition, % at 20 µM; P35414; CHO-K1 APJ beta-arrestin complementation, luminescence; AID 2521;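 active = inhibition above about 40% at 20 µM, limit read from the data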;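 also: cells challenged with 10 nM apelin-13 agonist together with compound; plate controls were apelin-13 plus DMSO wells for no effect and DMSO wells lacking apelin-13 for full effect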
CXCR6 inh: blocks human CXCR6 beta-arrestin recruitment; inhibition, % at 20 µM; 360,000 tested, 0.36% active; CHO-K1 PathHunter CXCR6 beta-arrestin, luminescence; O00574; in the data active = inhibition above about 34%, passing the limit was not always enough;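 also: antagonist mode with CXCL16 agonist at 10 nM final; 0% = 10 nM CXCL16 with DMSO and 100% = unstimulated wells without agonist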
697 NFkB inh: inhibitors of the PMA/ionomycin-induced NF-kB reporter in 697 B cells. 697 B-cell NF-kB luciferase reporter, 16 h. inhibition, % at 4 µM. 330,000 tested, 0.33% active; in the data active = inhibition above about 35%
UBC13 inh: human UBC13 polyubiquitination inhibition; P61088; UBC13 polyubiquitin chain formation, TR-FRET; inhibition, % at 20 µM; 330,000 tested, 0.47% active; AID 485273; in the data active = inhibition above about 45%, passing the limit was not always enough
Target sequence (P61088 whole entry, looked up): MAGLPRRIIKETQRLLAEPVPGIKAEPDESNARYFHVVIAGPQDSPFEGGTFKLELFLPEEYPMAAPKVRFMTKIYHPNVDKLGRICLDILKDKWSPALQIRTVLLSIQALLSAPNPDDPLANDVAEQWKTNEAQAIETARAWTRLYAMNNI
* hit, by the source's call; x = no result given. This is a random part of the collection, and some 3% of all compounds hit somewhere here.

SMILES	Gli-Sufu block	CCR6 antag	EBI2 block	Jurkat NFkB inh	APJ antag	CXCR6 inh	697 NFkB inh	UBC13 inh
COC(=O)c1ccc(NC(=O)CNC(=O)c2sc3ccccc3c2Cl)cc1	-19	9	-10	-16	-13	-4	3	-9
Cc1cc(C)c(C(=O)COC(=O)CCn2c(C)csc2=O)cc1C	17	8	4	-7	21	-9	-11	-3
CCOc1cc(/C=C2\CCCC(C(=O)C(F)(F)F)=C2O)ccc1O	59*	14	7	20	7	11	17	-23
Cc1cccc(NC(=O)[C@H](Cc2ccccc2)NC(=O)OCc2ccccc2)c1	-4	10	-4	3	-2	-5	-1	-8
O=C(Nc1ccccc1Br)c1cccc2ccccc12	-6	17	-10	-5	13	8	-7	4
O=C(O)c1c(F)c(F)cc2ccccc12	22	-5	-11	4	-6	-6	-7	-4
O=C(N/N=C/c1cn(-c2ccccc2)nc1-c1ccc2c(c1)OCCO2)c1ccncc1	-105	8	14	-87	-3	1	-102	-3
COc1ccc(Nc2nc(N)c(C(=O)c3ccc(F)cc3)s2)cc1	1	13	-1	23	4	2	-21	0
O=C(c1ccco1)N(CCC(c1ccccc1)c1ccco1)Cc1ccco1 (stereo unspecified)	26	26	6	10	12	6	1	1
Cc1cc(NC(=O)COC(=O)C2CC(=O)N(c3ccc(C)c(Cl)c3)C2)no1 (stereo unspecified)	16	7	-5	15	3	-2	5	2
COc1ccc(CN(CCN)C2CC(C)N(C)CC2C)cc1 (stereo unspecified)	-5	12	4	-11	11	-2	10	2
COC(=O)c1c(NC(=O)COC(=O)CCNS(=O)(=O)c2ccccc2)sc(C)c1C	0	12	-1	-28	0	4	6	-4

Pulled by structure from the list above:
SMILES	Gli-Sufu block	CCR6 antag	EBI2 block	Jurkat NFkB inh	APJ antag	CXCR6 inh	697 NFkB inh	UBC13 inh
COc1ccc(CN(CCN)C2CC(C)N(C)CC2C)cc1 (stereo unspecified)	-5	12	4	-11	11	-2	10	2
COC(=O)c1ccc(NC(=O)CNC(=O)c2sc3ccccc3c2Cl)cc1	-19	9	-10	-16	-13	-4	3	-9

(cont.)
SMILES	Gli-Sufu block	CCR6 antag	EBI2 block	Jurkat NFkB inh	APJ antag	CXCR6 inh	697 NFkB inh	UBC13 inh
CN(C)c1ccc([C@@H]2[C@@H]([N+](=O)[O-])[C@H]3C=Cc4ccccc4N3[C@H]2C(=O)c2ccc(Cl)cc2)cc1	45	16	2	-2	-15	11	17	-88
Cc1cc(C)n2nc(SCC(=O)N/N=C/c3cccc(Br)c3)nc2n1	-2	6	-5	26	3	-8	14	7
COc1cccc(-c2ncc3ccccc3c2COC(=O)c2ccc(Br)cc2)c1	22	19	12	-8	8	14	-8	1
CC(C)C(=O)NC(=S)Nc1ccccc1N1CCN(C(=O)c2ccc(Cl)cc2)CC1	8	9	12	1	-15	-5	5	-7
CCOC(=O)c1c(C)[nH]c(C(=O)N2CCCC(C(=O)c3ccccc3OC)C2)c1C (stereo unspecified)	-3	11	-13	4	16	1	5	18
Cc1ccc(NC(=O)CN(C)S(=O)(=O)c2ccc3c(c2)n(C)c(=O)c(=O)n3C)cc1	3	7	-8	-9	4	1	-15	-1
c1ccc2c(c1)-c1cccc3c1c-2cc1ccccc13	x	x	x	-18	4	x	-23	28
O=C1c2ccccc2NC(c2c(Cl)cccc2Cl)N1Cc1ccccc1 (stereo unspecified)	7	19	12	9	13	18	-7	13
COc1cc2cc(CN(CCc3cccc(C)c3)C(=S)NCCCN(C)C)c(=O)[nH]c2cc1OC	12	7	-4	15	-2	-6	1	10
CC(=O)N1CCN(CC(=O)Nc2ccc(SC(F)F)cc2)CC1	-1	-5	-3	1	-11	-7	1	2
COc1ccc(OC)c(C2C(C#N)=C(N)N(N(C)C)C3=C2C(=O)CC(C)(C)C3)c1 (stereo unspecified)	1	8	1	12	-2	1	-2	-6
COCCNC(=S)N1CCN(c2ccc(Cl)cc2)CC1	-1	0	-2	5	-2	-5	-1	-2

Quoted from the entries so far (four entries):
SMILES	Gli-Sufu block	CCR6 antag	EBI2 block	Jurkat NFkB inh	APJ antag	CXCR6 inh	697 NFkB inh	UBC13 inh
COc1cc2cc(CN(CCc3cccc(C)c3)C(=S)NCCCN(C)C)c(=O)[nH]c2cc1OC	12	7	-4	15	-2	-6	1	10
CC(=O)N1CCN(CC(=O)Nc2ccc(SC(F)F)cc2)CC1	-1	-5	-3	1	-11	-7	1	2
COc1ccc(OC)c(C2C(C#N)=C(N)N(N(C)C)C3=C2C(=O)CC(C)(C)C3)c1 (stereo unspecified)	1	8	1	12	-2	1	-2	-6
COCCNC(=S)N1CCN(c2ccc(Cl)cc2)CC1	-1	0	-2	5	-2	-5	-1	-2

Continued:
SMILES	Gli-Sufu block	CCR6 antag	EBI2 block	Jurkat NFkB inh	APJ antag	CXCR6 inh	697 NFkB inh	UBC13 inh
COc1ccc([C@@H]2CC=C(C(=O)O)[C@H](c3ccc(Cl)cc3)N2S(=O)(=O)c2ccc(C)cc2)cc1OC	-4	0	-1	16	-11	-2	8	-12
CCC1=NN(C(=O)c2ccc([N+](=O)[O-])cc2)C(O)(c2ccccc2)C1 (stereo unspecified)	-40	82*	10	22	45*	64*	14	-46
Cc1cccc(-c2noc(-c3ccc4c(c3)OCO4)n2)c1	-78	2	11	-187	-9	-6	-200	-2
COc1ccc(Nc2nnc(-c3ccc(O)cc3)c3ccccc23)cc1C(N)=O	-6	13	-6	-3	1	-8	39*	-6
O=C(C1CCN(C2CCN(Cc3cccc4c3OCO4)CC2)CC1)N1CCOCC1	5	13	-3	17	4	-2	12	1
Cn1c(SCC(=O)OCC(=O)c2ccccc2)nnc1-c1cccs1	2	17	-9	3	18	2	18	5
Cc1ccccc1NC(=O)CSc1nn2c(=O)c(C)nnc2s1	0	-10	-20	-2	3	4	1	-14
Cc1cccc(N2C(=O)/C(=C\c3ccc(C(=O)O)cc3)c3ccccc3C2=O)c1	0	15	1	-22	-21	-3	27	5
COc1ccc(Cl)cc1C(=O)OCC(=O)N(CC(C)C)c1c(N)n(Cc2ccccc2)c(=O)[nH]c1=O	1	15	-4	-7	-1	3	-5	4
O=C1C=C(c2ccccc2)CC(c2ccc(F)cc2)C1 (stereo unspecified)	-6	12	23	-1	15	-2	7	14
COc1ccc(NC(=O)CSc2nc(O)cc(=O)n2-c2ccccc2)cc1	-6	6	-9	4	1	12	10	-5
Cc1cccc(S(=O)(=O)c2c(C)cc(C)nc2Cl)c1	-17	5	2	-4	-6	-8	-11	9
COc1ccc(-c2nc(C#N)c(N3CCN(c4ccccc4)CC3)o2)cc1	2	10	3	6	-9	-2	25	4
CN1c2ccccc2C(C)(C)C12C=Nc1c(ccc3ccccc13)O2 (stereo unspecified)	-11	13	11	-50	-1	-8	-146	0
C=CCNC(=O)c1ccc2c(c1)S(=O)(=O)c1ccccc1C2=O	-23	-4	-16	10	-102	-7	27	-2
CCCc1cc(=O)oc2c(C)c(O)c(CN3CCCCC3)cc12	6	1	6	0	-9	-9	29	26
CN1CC(=O)N2Cc3[nH]c4ccccc4c3C[C@H]2C1=O	-10	10	-5	-5	22	11	5	9
O=C(CCN1C(=O)C2C3CCC(C3)C2C1=O)OCC(=O)c1ccc(Br)cc1 (stereo unspecified)	-6	9	14	-9	-13	2	23	-9
Cc1ccc2[nH]c(=O)c(CN(Cc3cccnc3)Cc3nnnn3CCN3CCOCC3)cc2c1	3	5	5	-9	-1	-6	-15	-10
CCCOC(=O)C1=C(C)NC(=O)NC1c1cc2c(cc1Br)OCO2 (stereo unspecified)	8	16	-1	-4	-2	11	0	-2
CCC(C)(C(=O)NC1CCCCC1)N(C(=O)C1CCC(=O)N1)c1ccc(C)cc1 (stereo unspecified)	-1	-9	2	4	-2	-4	-16	-5
Cc1ccccc1NC(=O)N1C2CCCC1CC(NC(=O)C(C)(C)C)C2 (stereo unspecified)	-10	1	1	x	x	-8	x	x
Cc1cccc(-c2nc3c(c(SCC(=O)N(C)C)n2)CCCC3)c1	-7	13	-3	-3	9	15	7	8
N/C(=N\O)C1COc2ccccc2O1 (stereo unspecified)	-1	-18	-2	-13	3	-5	-2	11

Four of the compounds above, as labelled records:
mol: Cc1ccccc1NC(=O)N1C2CCCC1CC(NC(=O)C(C)(C)C)C2 (stereo unspecified)
  Gli-Sufu block: -10
  CCR6 antag: 1
  EBI2 block: 1
  Jurkat NFkB inh: x
  APJ antag: x
  CXCR6 inh: -8
  697 NFkB inh: x
  UBC13 inh: x
mol: C=CCNC(=O)c1ccc2c(c1)S(=O)(=O)c1ccccc1C2=O
  Gli-Sufu block: -23
  CCR6 antag: -4
  EBI2 block: -16
  Jurkat NFkB inh: 10
  APJ antag: -102
  CXCR6 inh: -7
  697 NFkB inh: 27
  UBC13 inh: -2
mol: Cc1cccc(-c2nc3c(c(SCC(=O)N(C)C)n2)CCCC3)c1
  Gli-Sufu block: -7
  CCR6 antag: 13
  EBI2 block: -3
  Jurkat NFkB inh: -3
  APJ antag: 9
  CXCR6 inh: 15
  697 NFkB inh: 7
  UBC13 inh: 8
mol: CN1CC(=O)N2Cc3[nH]c4ccccc4c3C[C@H]2C1=O
  Gli-Sufu block: -10
  CCR6 antag: 10
  EBI2 block: -5
  Jurkat NFkB inh: -5
  APJ antag: 22
  CXCR6 inh: 11
  697 NFkB inh: 5
  UBC13 inh: 9

(further entries)
SMILES	Gli-Sufu block	CCR6 antag	EBI2 block	Jurkat NFkB inh	APJ antag	CXCR6 inh	697 NFkB inh	UBC13 inh
O=C(O)C1CC=CCC1C(=O)Nc1cccc([N+](=O)[O-])c1 (stereo unspecified)	-2	11	-8	3	23	-9	-4	6
O=C(NCCCl)Nc1cccnc1Cl	-4	-3	-1	18	14	0	15	6
Cc1ccc(NS(=O)(=O)c2ccc(C(=O)OCC(=O)NCC3CCCO3)cc2)cc1 (stereo unspecified)	3	6	7	-2	7	0	3	0
C[C@H](O)[C@@H](C(=O)N1CCN(C(=O)OC(C)(C)C)CC1)n1cc(CCCCNC(=O)OC(C)(C)C)nn1	0	-9	-8	14	4	1	10	-2
O=C(NCC(=O)N1CCCCCC1)c1ccc(Cl)cc1	-10	3	-1	-10	10	0	-29	2
COCCOc1cc(NC(=O)c2sccc2Oc2ccc([N+](=O)[O-])cc2F)c(Cl)cc1Cl	5	10	-1	-12	-6	11	0	-18
Cc1[nH]c(=S)[nH]c(=O)c1Cc1ccc(OCC(C)C)cc1	-14	4	2	16	-11	3	1	15
Oc1ccccc1OCCOc1ccccc1OCCOc1ccccc1O	-2	7	-1	-15	13	3	-78	-13
CCCCc1cc(=O)oc2cc(OC(C)C(=O)NCCN3CCOCC3)c(Cl)cc12 (stereo unspecified)	25	15	4	-2	15	-2	-17	-8
O=C(O)CC(C(=O)Nc1ccc(Cl)cc1)N1CCCCCC1 (stereo unspecified)	-1	1	-5	-4	-8	-6	4	5
O=c1[nH]c(SCc2ccccc2)nc2[nH]ncc12	29	-6	-2	-7	-15	-2	4	-1
CC(=O)c1ccc(OCC(=O)Nc2ccc3nc(C)sc3c2)cc1	-3	3	-2	4	14	-4	6	8
CC1(C)Cc2nc3sc4c(=O)n(CC(N)=O)cnc4c3cc2CO1	2	3	-8	-42	15	-2	-44	-10
CCOC(=O)c1cccc(NC(=O)C2CCCN(S(=O)(=O)c3cnc[nH]3)C2)c1 (stereo unspecified)	-6	10	-5	-9	6	-1	18	2
O=C(c1nc2ccccc2[nH]1)c1ccccc1[N+](=O)[O-]	-26	-1	-8	-30	5	-9	-34	-9

CXCR6 inh, hit marks shown above
SMILES	CCR6 antag	EBI2 block	Jurkat NFkB inh	APJ antag	CXCR6 inh	697 NFkB inh	UBC13 inh
CCC1=NN(C(=O)c2ccc([N+](=O)[O-])cc2)C(O)(c2ccccc2)C1 (stereo unspecified)	82*	10	22	45*	64*	14	-46

Source: PubChem BioAssay (Sanford-Burnham Center for Chemical Genomics)
